Rev-erbA mod: modulators of human Rev-erb alpha DNA binding | Rev-erbα–FITC-DNA binding, fluorescence polarization, 90 min | activity, % at 10 µM | 0.79% of 370,000 active | AID 1259318;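 active = activity above about 14%, limit read from the data; passing the limit was not always enough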;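 note: 0% = DMSO wells with 35 nM protein and 100% = DMSO wells with 750 nM protein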
hgDAF12 agonist: activates the H. glycines DAF-12 receptor ligand-binding domain. activation, % at 6.8 µM. 1.8% of 370,000 active. AID 687014. HEK293 GAL4-hgDAF12 UAS-luciferase reporter, agonist luminescence; normalized to butyrate control;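 active = activation above a cutoff set at the mean of all screened compounds plus 3 SD, cut at about 10% in these data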;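 note: 0% = DMSO wells and 100% = sodium butyrate wells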
DAX1 inh-1: blocks DAX1 repression of SF-1 activated StAR promoter | HEK293T StAR-luciferase reporter, SF-1/DAX-1 repression relief | inhibition, % at 6.8 µM | 1.1% of 370,000 active | AID 652010;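 active = inhibition above the mean over all tested compounds plus 3 SD, cut at about 3.6% in these data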;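 note: 0% = DAX-1 cells with DMSO and 100% = cells lacking DAX-1 with DMSO; higher inhibition means more luminescence from relief of DAX-1 repression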
ssDAF-12 act: S. stercoralis DAF-12 activation, primary screen. HEK293 ssDAF-12/GRIP1 lit1-tk-luc reporter, luminescence; % of 3 µM dafachronic acid response. activation, % at 6.8 µM. 1% of 370,000 active;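 active = activation above the mean over all tested compounds plus 3 SD, cut at about 0.9% in these data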;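 note: 0% = DMSO-only wells and 100% = 3 µM delta7-dafachronic acid wells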
PLC-beta3 inh: inhibitors of human phospholipase C beta3 | Q01970 | 0.18% of 370,000 active | Purified PLC-beta3, fluorogenic substrate, fluorescence | inhibition, % at 12.2 µM; in the data active = inhibition above about 11%;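 note: 0% = median of compound wells on plate and 100% = full blocker control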
SMARCA2 act: increases SMARCA2 function in MMTV reporter cells; activation, % at 9.1 µM; MG213 cells, MMTV-luciferase reporter, dexamethasone, overnight; 1% of 370,000 active; AID 652017; in the data active = activation above about 7.8%;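 note: 0% = vehicle wells and 100% = reference activator wells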
ADAM17 inh: inhibits human ADAM17; 0.83% of 370,000 active; inhibition, % at 6.95 µM; recombinant ADAM17, EDANS/DABCYL FRET peptide cleavage; P78536;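 active = inhibition above the mean of compounds lying between control limits plus 3 SD, set per campaign, cut at about 8.5% in these data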;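 note: 0% = DMSO-only wells as the low control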
hcDAF12 agonist: activates DAF-12 receptor from parasite H. contortus. 1.4% of 370,000 active. activation, % at 6.8 µM. AID 652067. HEK293 hcDAF-12 lit1-tk-luc reporter, luminescence; 0% DMSO, 100% Δ7-dafachronic acid;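 active = activation above the mean of all tested compounds plus 3 SD, cut at about 5.5% in these data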;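 note: 100% = response to 3 µM Δ7-dafachronic acid high control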
DAX1 inh-2: NR0B1 (DAX1) inhibition; inhibition, % at 6.75 µM; HEK293 Gal4-DAX1 luciferase reporter, luminescence; AID 504766; 0.99% of 340,000 active;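 active = inhibition above the mean over all tested compounds plus 3 SD, cut at about 4.2% in these data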;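 note: 0% = DAX1-transfected cells with DMSO and 100% = empty-vector control cells with DMSO; inhibition shows as a rise in luminescence from relieved DAX1 repression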
MBD2 inh: MBD2-methylated oligo binding inhibition; inhibition, % at 4.4 µM; TR-FRET, MBD2 binding to methylated oligonucleotide; 0.31% of 370,000 active; Q9UBB5; in the data active = inhibition above about 13%
PLCg1 inh: inhibitors of human phospholipase C gamma1; inhibition, % at 12.2 µM; P19174; 0.84% of 370,000 active; purified PLC-gamma1, fluorogenic substrate, fluorescence; in the data active = inhibition above about 9.5%
Target sequence (P19174 whole entry, looked up): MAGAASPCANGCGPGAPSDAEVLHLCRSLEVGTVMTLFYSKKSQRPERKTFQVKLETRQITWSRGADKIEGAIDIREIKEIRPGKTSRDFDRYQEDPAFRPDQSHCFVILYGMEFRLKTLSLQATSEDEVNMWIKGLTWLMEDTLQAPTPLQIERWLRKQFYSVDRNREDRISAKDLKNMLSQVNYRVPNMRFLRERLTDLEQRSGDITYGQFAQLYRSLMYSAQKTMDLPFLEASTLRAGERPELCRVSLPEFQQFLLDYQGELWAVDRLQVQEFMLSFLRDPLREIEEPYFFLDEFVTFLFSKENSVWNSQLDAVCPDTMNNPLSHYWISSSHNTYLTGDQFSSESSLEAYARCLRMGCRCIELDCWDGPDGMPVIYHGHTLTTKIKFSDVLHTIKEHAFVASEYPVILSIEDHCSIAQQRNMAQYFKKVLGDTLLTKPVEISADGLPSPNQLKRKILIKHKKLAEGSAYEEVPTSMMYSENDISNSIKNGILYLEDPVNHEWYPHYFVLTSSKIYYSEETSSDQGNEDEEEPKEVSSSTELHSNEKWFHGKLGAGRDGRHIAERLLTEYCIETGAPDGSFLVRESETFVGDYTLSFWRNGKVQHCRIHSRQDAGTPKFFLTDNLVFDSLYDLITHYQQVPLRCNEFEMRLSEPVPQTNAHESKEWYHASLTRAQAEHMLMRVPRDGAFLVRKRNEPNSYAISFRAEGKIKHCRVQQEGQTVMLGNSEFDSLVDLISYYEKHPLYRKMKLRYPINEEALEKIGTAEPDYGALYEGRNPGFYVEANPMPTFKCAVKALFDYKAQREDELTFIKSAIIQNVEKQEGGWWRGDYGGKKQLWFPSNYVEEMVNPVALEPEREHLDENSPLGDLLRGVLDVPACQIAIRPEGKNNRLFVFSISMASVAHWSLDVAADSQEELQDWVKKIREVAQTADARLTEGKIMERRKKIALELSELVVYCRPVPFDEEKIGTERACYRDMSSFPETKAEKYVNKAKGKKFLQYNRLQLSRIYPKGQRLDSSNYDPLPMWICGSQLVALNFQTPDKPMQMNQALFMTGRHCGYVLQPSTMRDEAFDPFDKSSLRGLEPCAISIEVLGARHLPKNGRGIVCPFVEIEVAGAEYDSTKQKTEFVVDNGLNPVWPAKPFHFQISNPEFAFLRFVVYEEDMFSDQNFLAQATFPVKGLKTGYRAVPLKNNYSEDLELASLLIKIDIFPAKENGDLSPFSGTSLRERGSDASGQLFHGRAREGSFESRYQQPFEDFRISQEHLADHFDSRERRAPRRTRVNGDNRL
* marks the source's active call; other numbers are inactive results; . = no result given.

canonical_smiles	Rev-erbA mod	hgDAF12 agonist	DAX1 inh-1	ssDAF-12 act	PLC-beta3 inh	SMARCA2 act	ADAM17 inh	hcDAF12 agonist	DAX1 inh-2	MBD2 inh	PLCg1 inh
COCCNC(=O)c1ccccc1NC(=O)COc1ccccc1	1	-0.9	-1.0	-1.7	-2	0	0	-1.0	0.8	-3	0
CC(C)N1CCC(N2CCN(Cc3ccc4nsnc4c3)CC2CCO)CC1 (stereo not drawn)	-7	2.5	0.9	-0.4	-4	-1	-1	0.6	0.6	-7	-4
c1csc(-c2nnc(NC3CCCCC3)c3ccccc23)c1	6	10	1.3	-1.4	-33	4	-25	-1.6	2.6	3	-30
Nc1cccc(-c2nc3cc(S(=O)(=O)c4ccc5oc(-c6cccc(N)c6)nc5c4)ccc3o2)c1	-6	-2.1	0.1	-2.1	-28	-1	-12	-1.0	0.2	6	-22
CN(CC(=O)Nc1ccc(F)cc1)C(=O)Cn1nnc(-c2ccccc2)n1	-8	-0.8	-0.4	0.6	-4	-1	-2	1.3	1.1	-9	0
Cc1ccc(C)c(N2CCN(C(=O)C3CCN(S(=O)(=O)c4c(C)noc4C)CC3)CC2)c1	11	-7.2	-2.4	-2.8	-4	-5	2	-3.9	-4.3	2	5
O=C(CSc1nnc(C2COc3ccccc3O2)o1)N1CCOCC1 (stereo not drawn)	-4	-0.3	-0.4	-1.4	-1	-1	2	-1.0	1.0	0	4
C/C=C/C1=CC(=O)C[C@H](c2ccc(Cl)cc2)C1	-2	-1.2	-0.4	-1.0	-7	0	-1	-2.4	0.2	-1	-2
Cc1cc(C)c(-c2csc(NC(=O)C3=NN(c4ccccc4)C(=O)CC3)n2)c(C)c1	-3	-0.9	-0.8	-0.6	-2	-3	-1	1.3	-3.6	4	-3
Cc1ccccc1CN(c1ccc(C(=O)N/N=C/c2ccc(OCC(N)=O)cc2)cc1)S(C)(=O)=O	1	2.2	-0.4	-1.6	-8	2	1	0.5	-0.3	0	-5
NS(=O)(=O)c1ccc(NC(=S)NCc2ccccc2)cc1	1	-0.3	0.0	-1.9	-1	0	-1	-1.9	0.1	1	-1
Cc1cc(C)cc(NC2=CC(=O)CC(c3ccco3)C2)c1 (stereo not drawn)	-2	-1.2	-0.6	-0.8	-12	-1	-2	1.9	2.4	-2	-13
Cc1ccc(S(=O)(=O)NC(=O)NCc2ccco2)cc1	5	-1.3	0.1	-0.6	-4	-2	-6	5.5	-0.4	13	3
COCCCn1nnnc1SCC(=O)Nc1nc(C)c(C)s1	2	0.0	-0.3	-1.0	2	1	-6	-0.8	-0.1	6	1
Cn1c(SCC(=O)N(C2CCCCC2)C2CCCCC2)nnc1-c1cccs1	0	-1.4	0.7	0.8	-2	-3	-4	2.7	-0.2	4	0

A second format for some results above.
Each structure is followed by: Rev-erbA mod | hgDAF12 agonist | DAX1 inh-1 | ssDAF-12 act | PLC-beta3 inh | SMARCA2 act | ADAM17 inh | hcDAF12 agonist | DAX1 inh-2 | MBD2 inh | PLCg1 inh
Cc1ccc(C)c(N2CCN(C(=O)C3CCN(S(=O)(=O)c4c(C)noc4C)CC3)CC2)c1
→ 11 | -7.2 | -2.4 | -2.8 | -4 | -5 | 2 | -3.9 | -4.3 | 2 | 5
COCCNC(=O)c1ccccc1NC(=O)COc1ccccc1
→ 1 | -0.9 | -1.0 | -1.7 | -2 | 0 | 0 | -1.0 | 0.8 | -3 | 0

Next part.
canonical_smiles	Rev-erbA mod	hgDAF12 agonist	DAX1 inh-1	ssDAF-12 act	PLC-beta3 inh	SMARCA2 act	ADAM17 inh	hcDAF12 agonist	DAX1 inh-2	MBD2 inh	PLCg1 inh
COc1ccc(-c2nc(CS(=O)CC(=O)NCc3ccc4c(c3)OCO4)c(C)o2)cc1OC (stereo not drawn)	6	-0.8	0.2	0.2	-3	-1	3	-2.1	-0.5	-4	5
COc1ccc(CNC(=O)Cc2c(C(=O)O)[nH]c3ccccc23)cc1	-4	0.2	0.2	0.6	0	-3	-5	0.3	0.7	1	-2
COc1cc(/C=C2/C(=O)NN(c3ccc(F)cc3)C2=O)cc(Cl)c1O	8	0.9	0.3	-0.9	-4	-1	-3	1.4	0.3	0	1
CCc1ccccc1NC(=O)CNC(=O)c1ccc(S(=O)(=O)NCc2ccco2)cc1	5	8.1	-0.9	-0.6	-2	3	-1	-0.8	-0.2	1	1
O=C(CSCc1ccccc1)Nc1ccc2c(c1)OCO2	-3	8.0	3.8*	0.3	-3	-1	-5	2.5	2.1	0	-1
O=C(O)CCC(=O)OCCc1cc2ccccc2c(=O)o1	-1	-0.3	-0.1	-0.9	2	2	-2	-0.4	2.9	-5	2
CNC(=S)Nc1ccc(OC)c(OC)c1	2	-2.2	1.0	-1.1	2	5	-2	-0.6	0.7	5	2
CCOC(=O)COc1nc(N(C)C)nc(N(C)C)n1	2	0.2	0.0	-1.3	1	0	0	-1.0	0.7	2	7
COc1ccc(NC(=O)[C@H](C)NC(=O)C2CCN(S(=O)(=O)c3ccc(C)cc3)CC2)cc1OC	7	0.5	-0.7	-1.2	-1	-4	-3	-1.4	0.1	1	1
Cn1c(NCc2cccnc2)nc2cc(-c3ccc(C(=O)N4CCOCC4)cc3)sc2c1=O	-5	-2.8	-2.6	-0.9	-87	-1	-44	-2.1	.	2	-58
CCN(CC)CCNC(=O)c1cc(Nc2ccc(OC)c(OC)c2)nc2ccccc12	-2	4.8	0.8	-1.5	-16	-3	-6	-1.5	0.3	3	-9
Cc1cc(C)c(NC2=CC(=O)CC(C)(C)C2)c(C#N)c1	4	1.9	-0.1	-1.2	-2	-2	-5	-0.3	-0.5	3	-1
NC(=O)c1ccc(SCC(=O)NC2CCCCC2)c([N+](=O)[O-])c1	2	-1.2	-0.1	-0.8	-7	-5	-4	2.2	-1.3	12	0
CCCSc1nc(=O)n2cc(C)ccc2n1	4	3.8	1.9	-0.7	-10	3	-10	0.5	-0.8	0	-4
CC(C)(C)CNC(=O)c1cccc2c1C(=O)c1ccc(N3CCCC3)cc1S2(=O)=O	21	-5.0	-1.3	-1.6	-78	-1	3	-1.6	-1.9	-8	-55

The results go on.
canonical_smiles	Rev-erbA mod	hgDAF12 agonist	DAX1 inh-1	ssDAF-12 act	PLC-beta3 inh	SMARCA2 act	ADAM17 inh	hcDAF12 agonist	DAX1 inh-2	MBD2 inh	PLCg1 inh
COc1ccc(NC(=O)CNC(=O)c2cccs2)cc1Cl	3	-0.9	0.0	-1.2	-4	-2	-5	-1.7	1.4	2	2
Cc1c(CCNC=O)cc(C)c2c3c(oc12)CCCC3	5	6.7	4.9*	-0.2	-29	5	-14	1.3	5.3*	-1	-13
CCC(C)NC(C(=O)Nc1ccc(Cl)c([N+](=O)[O-])c1)c1ccccc1 (stereo not drawn)	0	1.5	-0.5	-1.5	-11	0	5	0.5	-0.4	4	0
COc1ccc(OCc2nnc(SCC(=O)Nc3cccc(C(C)=O)c3)o2)cc1	-2	-1.1	0.3	-0.9	-4	-2	-1	-0.1	0.9	2	5
Cc1ncc(CN2CCN(C3CCCC3)C(CCO)C2)s1 (stereo not drawn)	2	-1.0	0.0	-1.5	-4	2	-2	-0.5	-0.6	1	6
COc1cccc(OC)c1NC(=O)CN(C)S(=O)(=O)c1ccc2c(c1)OCCO2	3	1.1	0.3	-1.5	-7	-2	1	-1.0	0.3	0	3
Cc1cc(C)nc(/N=C(\N)Nc2ccc(F)c([N+](=O)[O-])c2)n1	-2	-2.1	-1.2	-1.6	1	2	-1	-2.4	-0.6	-2	8
Cc1cccc(C)c1NC(=O)CN(C)C(=O)c1cccc(NS(=O)(=O)c2ccccc2)c1	-1	-0.4	0.4	-0.5	-2	-3	-4	0.3	0.5	0	-1
N/C(=N/O)c1ccccc1N1CCC(Cc2ccccc2)CC1	2	-5.3	-1.9	-2.4	2	-6	6	-2.3	-1.0	1	9
COc1ccc2c(c1)C=C(CN1CCN(C(C)C)C(CCO)C1)CO2 (stereo not drawn)	-3	0.2	0.1	-1.7	-8	6	-3	-0.7	-0.9	-1	1
CC(C)(C)C(=O)NCCc1nc2ccccc2n1CC(=O)c1ccccc1	0	1.4	-1.0	-1.1	-2	0	-6	-0.6	-0.6	2	1
CCN(Cc1nc(-c2cccc(C)c2)no1)C(=O)c1ccco1	-7	0.6	-0.1	-1.5	-5	1	-2	1.7	-0.6	1	2
CCOCCCn1c(SCC(=O)Nc2ccc3[nH]c(=O)[nH]c3c2)nc2ccccc2c1=O	-5	-2.2	0.2	-1.0	-9	-4	-3	-0.1	-1.0	9	-1
Cc1cccc(C(=O)NCC(=O)OCC(=O)c2cc(C)n(CC3CCCO3)c2C)c1 (stereo not drawn)	3	-3.4	0.4	-1.8	-6	-3	-3	-0.2	-0.4	-3	0
O=C(COc1cc(F)ccc1[N+](=O)[O-])Nc1cccc(S(=O)(=O)NC2=NCCC2)c1	0	3.1	-1.5	-1.4	-3	-1	0	-0.7	-0.3	-7	1

Continuation:
canonical_smiles	Rev-erbA mod	hgDAF12 agonist	DAX1 inh-1	ssDAF-12 act	PLC-beta3 inh	SMARCA2 act	ADAM17 inh	hcDAF12 agonist	DAX1 inh-2	MBD2 inh	PLCg1 inh
COC(=O)c1ccc(C2CC(=O)Nc3cc(OC)c(OC)cc32)cc1 (stereo not drawn)	-4	-0.7	0.2	-1.9	2	-2	1	-1.9	-1.2	2	-1
COC(=O)[C@]12C[C@H](CC(=O)N3CCN(C(=O)C4CC4)CC3)C(=O)N(Cc3ccco3)C1=C[C@H](C1CCCC1)O[C@@H]2C	0	0.9	0.3	0.1	1	-1	-5	0.6	.	-7	0
Cc1c(N(C(=O)Nc2ccccc2)C2=NCC(C)S2)c(=O)n(-c2ccccc2)n1C (stereo not drawn)	0	2.6	0.9	-1.0	3	-1	-6	-0.5	1.1	12	0
CCC1=NN2C(=N)/C(=C\c3ccc(SCc4ccco4)o3)C(=O)N=C2S1	-18	-0.3	0.6	-0.5	-71	-1	-5	0.2	-1.4	20*	-49
CCCCC(=O)Nc1ccc(NCc2ccc(C)s2)cc1	7	-2.4	-0.8	-0.9	-6	-1	-9	-1.7	-0.5	2	-2
O=C(CSc1nc(=O)n(CCCN2CCOCC2)c2c1CCC2)Nc1ccccc1F	-8	-0.6	1.4	-1.3	-5	-4	-1	1.6	0.0	3	-4
C#Cc1ccc([C@@H]2C=C(C(=O)O)O[C@H](OCCCCO)C2)cc1	-3	3.0	-0.3	-1.5	-10	1	-1	-0.8	1.3	-2	-4
